Cav3 T inh – Cav3.2 calcium influx blockers – cell-based, Fluo-4 calcium fluorescence, FDSS, MLSMR library, primary screen; Voltage-dependent T-type calcium channel subunit alpha-1H (Homo sapiens), O95180; Cav3.2-expressing cells; stronger effect = lower value; B-score at 10 µM; hit rate 4% among 100,000; AID 449739, 2010;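 active = single-dose well whose peak fluorescence ratio is a statistical outlier from its plate by either plate-standardised score or position-corrected B-score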
Target sequence (O95180 whole entry, looked up): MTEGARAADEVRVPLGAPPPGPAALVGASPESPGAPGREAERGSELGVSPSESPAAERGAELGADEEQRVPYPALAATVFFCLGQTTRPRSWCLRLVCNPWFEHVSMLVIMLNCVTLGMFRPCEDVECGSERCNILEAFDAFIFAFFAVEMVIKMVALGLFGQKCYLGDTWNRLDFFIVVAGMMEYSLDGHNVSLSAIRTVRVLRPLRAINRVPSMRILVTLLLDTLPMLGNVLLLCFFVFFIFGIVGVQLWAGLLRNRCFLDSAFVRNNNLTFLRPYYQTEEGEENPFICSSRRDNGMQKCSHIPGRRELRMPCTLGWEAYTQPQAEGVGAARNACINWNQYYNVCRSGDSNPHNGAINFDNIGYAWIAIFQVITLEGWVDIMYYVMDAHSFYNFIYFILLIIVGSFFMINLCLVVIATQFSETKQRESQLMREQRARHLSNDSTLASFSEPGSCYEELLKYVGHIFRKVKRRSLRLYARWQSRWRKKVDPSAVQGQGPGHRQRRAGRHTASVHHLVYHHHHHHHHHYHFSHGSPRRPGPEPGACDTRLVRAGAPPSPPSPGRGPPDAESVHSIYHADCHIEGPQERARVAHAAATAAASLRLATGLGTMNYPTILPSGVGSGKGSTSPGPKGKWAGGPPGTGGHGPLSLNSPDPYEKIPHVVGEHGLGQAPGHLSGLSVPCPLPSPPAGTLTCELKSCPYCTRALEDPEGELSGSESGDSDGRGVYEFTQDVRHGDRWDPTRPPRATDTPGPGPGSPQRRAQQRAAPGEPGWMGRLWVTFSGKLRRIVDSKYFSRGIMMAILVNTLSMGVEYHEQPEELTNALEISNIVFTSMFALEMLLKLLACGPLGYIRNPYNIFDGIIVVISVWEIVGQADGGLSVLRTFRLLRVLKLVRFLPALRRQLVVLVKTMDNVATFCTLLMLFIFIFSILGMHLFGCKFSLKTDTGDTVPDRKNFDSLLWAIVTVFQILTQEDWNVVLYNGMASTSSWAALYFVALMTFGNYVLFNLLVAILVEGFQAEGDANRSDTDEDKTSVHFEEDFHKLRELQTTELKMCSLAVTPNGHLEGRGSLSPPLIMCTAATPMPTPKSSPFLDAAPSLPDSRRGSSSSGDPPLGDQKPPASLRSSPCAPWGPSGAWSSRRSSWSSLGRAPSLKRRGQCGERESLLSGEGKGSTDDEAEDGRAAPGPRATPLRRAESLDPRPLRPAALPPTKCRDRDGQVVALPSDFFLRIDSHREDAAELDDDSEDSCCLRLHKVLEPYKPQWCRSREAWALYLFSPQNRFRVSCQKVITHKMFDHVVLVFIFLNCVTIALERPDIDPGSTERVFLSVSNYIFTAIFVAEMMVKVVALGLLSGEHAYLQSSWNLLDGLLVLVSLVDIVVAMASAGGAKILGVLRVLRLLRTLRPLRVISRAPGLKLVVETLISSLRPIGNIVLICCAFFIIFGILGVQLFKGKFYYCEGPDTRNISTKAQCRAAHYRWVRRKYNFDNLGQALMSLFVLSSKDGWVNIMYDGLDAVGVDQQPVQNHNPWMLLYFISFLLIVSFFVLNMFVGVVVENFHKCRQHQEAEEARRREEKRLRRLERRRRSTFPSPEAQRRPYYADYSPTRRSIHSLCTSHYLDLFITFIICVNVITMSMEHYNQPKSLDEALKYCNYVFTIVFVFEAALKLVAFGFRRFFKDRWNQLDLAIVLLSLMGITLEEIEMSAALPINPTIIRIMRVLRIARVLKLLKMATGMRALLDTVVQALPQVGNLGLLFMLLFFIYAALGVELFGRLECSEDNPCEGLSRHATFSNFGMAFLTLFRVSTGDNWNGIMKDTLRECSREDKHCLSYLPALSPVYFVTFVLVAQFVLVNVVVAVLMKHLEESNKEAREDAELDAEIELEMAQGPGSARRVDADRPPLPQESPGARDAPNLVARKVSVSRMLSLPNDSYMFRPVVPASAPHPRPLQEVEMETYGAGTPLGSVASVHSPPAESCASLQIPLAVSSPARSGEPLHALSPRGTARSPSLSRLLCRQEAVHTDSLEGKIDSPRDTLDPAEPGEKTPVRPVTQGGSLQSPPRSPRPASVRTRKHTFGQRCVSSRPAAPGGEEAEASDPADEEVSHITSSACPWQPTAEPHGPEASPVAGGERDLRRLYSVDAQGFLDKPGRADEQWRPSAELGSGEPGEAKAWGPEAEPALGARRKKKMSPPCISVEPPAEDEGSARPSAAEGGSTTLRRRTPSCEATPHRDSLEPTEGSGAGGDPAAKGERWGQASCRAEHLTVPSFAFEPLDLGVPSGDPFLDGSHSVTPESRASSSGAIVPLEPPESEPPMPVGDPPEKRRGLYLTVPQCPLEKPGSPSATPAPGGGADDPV
Active calls of the source: *. The list is partial. The share of hits here may be higher or lower than overall.

SMILES	Cav3 T inh
COc1ccccc1N1CCN(C(c2ccccn2)c2nnnn2C2CCCCC2)CC1 (configuration not stated)	0.021
CCn1c(COc2ccccc2)nc2ccccc21	-0.0085
Cn1cc(Cl)c(C(=O)NC2CCCCCC2)n1	0.99
COc1ccc(/C=C(/C#N)c2cccnc2)cc1OC	0.64
Cc1nc2c(-c3ccc(F)cc3)c(C)nn2c(C)c1CCC(=O)NCc1ccco1	1.4
Cc1ccc2cc(C(c3nnnn3C3CCCC3)N3CCN(c4ccccc4)CC3)c(=O)[nH]c2c1 (configuration not stated)	-6.1*
CCc1ccc(C(=O)N2CCCC2)s1	0.029
CCN(CC)c1ccc2c(Cl)c(Br)c(=O)oc2c1	-6.4*
Cc1csc(NC(C)c2nc3cc(Cl)c(N4CCCCC4)cc3n2CCOCCO)n1 (configuration not stated)	0.22
CCCNS(=O)(=O)c1ccc(OCC(=O)Nc2ccccc2F)cc1	0.8
CCOc1ccccc1Oc1coc2cc(OC(=O)c3ccco3)ccc2c1=O	-1.2
COc1ccc(OC)c(C(=O)c2coc3ccc(O)cc23)c1	-4.7*
COc1ccc(CSCC(=O)N/N=C/c2ccccc2OCc2ccccc2)cc1	-5.8*
NC(=O)CC(NC(=S)NCc1ccccc1)C(=O)O (configuration not stated)	0.33
CCS(=O)(=O)N1CCN(C(C)CCc2ccccc2)CC1 (configuration not stated)	0.065
CCCc1nc(SCc2ccccn2)c2c(=O)n(C)c(=O)n(C)c2n1	-0.41
O=C(Nc1cccc(-c2cnc3ccccc3n2)c1)c1ccc(Cl)cc1	0.4
COc1ccc(CN2C(=O)[C@@H]3C(c4ccccc4Cl)=NO[C@@H]3C2=O)cc1	-2.2
COc1cc2c(C(=O)N3CCN(c4ccccc4)CC3)c(C)oc2cc1Br	-3.3
Oc1ccccc1N1CCN(c2ncccn2)CC1	-0.79
CCCOC(=O)CCCC[C@H]1SC[C@@H](NC(=O)OC)[C@H]1NC(=O)OC	1.3
COc1ccc(-c2nn(-c3ccccc3)cc2/C=N/N2C(=O)CSC2=S)cc1	-2.3
COC(=O)c1[nH]c(C)c(/C(O)=C2\C(=O)C(=O)N(CCN3CCOCC3)C2c2cccnc2)c1C (configuration not stated)	0.27
Cc1nc(CSc2ccc(Cl)cc2)cc(N2CCOCC2)n1	-0.41
CC1=CC(C)(C)NC(=S)N1c1cccc2ccccc12	0.063
CC(=O)c1c(C)nc(-c2ccc3c(c2)OCO3)n1O	0.014
COCC(=O)Nc1ccc(C(N)=O)cc1	0.57
CC(C)C[C@H](NC(=O)c1nc[nH]c1C(=O)N(C)Cc1ccccc1)C(=O)OC(C)(C)C	0.0073
COCCN1CCN(c2c3c(nc4cc(-c5cccc(F)c5)nn24)CCC3)CC1	0.27
COc1ccc(N(C(=O)Cn2cnc3ccccc32)C(C(=O)NC2CCCCC2)c2ccccc2)cc1 (configuration not stated)	-3.5*
Cc1cc(C)n(-c2nc(C)nc(N)n2)n1	0.31
CC1=C(C)CC(C(=O)Nc2cccc(Cl)c2)C(C(=O)O)C1 (configuration not stated)	1.7
COc1ccc(NC(=O)CN2CCN(S(=O)(=O)c3ccc(Cl)cc3)CC2)cc1Cl	-0.06
CC1CN(c2nc3ccccc3nc2C(C#N)C(=O)OC2CCCCC2)CC(C)O1 (configuration not stated)	-1.8
COc1ccc(O[C@H]2C=C[C@@H](c3ccccc3)O[C@@H]2COC(=O)CC/C(C)=N/O[C@@H](C)c2cn([C@H](CO)Cc3ccccc3)nn2)cc1	-3.7
CCC(C)NS(=O)(=O)c1ccc(OCC(=O)NCC2CCCO2)cc1 (configuration not stated)	0.0071
COc1ccc(NC(=O)COC(=O)c2ccc(OCc3c(C)noc3C)cc2)cc1OC	0.081
O=C(NC1CCCCC1)N(CCN1CCCC1)Cc1cc2cc3c(cc2[nH]c1=O)OCCO3	0.24
Cc1ccc(Cn2cnc3ccccc32)cc1	-0.76
Nn1c(-c2ccccn2)nnc1-c1ccccn1	-0.7
CCCCSc1nc2c(cc1C#N)CCC2	-1.4
Cc1ccc(N2C(=O)CC(NCc3ccc4c(c3)OCO4)C2=O)cc1Cl (configuration not stated)	-3.1
O=[N+]([O-])c1ccc(-c2nc(-c3cccs3)c(-c3cccs3)[nH]2)cc1	-3.5
CCOC(=O)c1cccc(S(=O)(=O)N(CCO)Cc2cc3cc(OC)ccc3[nH]c2=O)c1	0.66
CCOC(=O)c1c(NC(=O)C(C)NCc2ccco2)sc2c1CCC(C)C2 (configuration not stated)	-0.97
ONC(=Nc1ccccc1)C(=Nc1ccccc1)NO	0.91
CC(=O)Nc1cccc(NC(=O)CSc2nnc(Cc3cccn3C)n2-c2ccc(C)cc2)c1	-3.7
Cc1ccc(-c2nc(=S)c3c(n2Cc2ccco2)CC(C)(C)OC3)cc1	0.11
Cc1ccc(C)c(NC(=S)NNC(=O)c2ccco2)c1	2.9
O=C(Cn1cnc2scc(-c3ccc(F)cc3)c2c1=O)N1CCOCC1	0.5

Continuation:
SMILES	Cav3 T inh
Cc1ccc(S(=O)(=O)NCCSc2nnnn2-c2cc(C)ccc2C)cc1	0.0058
O=C(NC1CCCCC1)C(c1ccncc1)N(Cc1ccc2c(c1)OCO2)C(=O)c1cnsn1 (configuration not stated)	-0.9
C/C(=N/NC(=O)c1ccco1)c1cccc(NC(=O)c2ccc(C)o2)c1	0.54
Cc1cc(C)cc(NC(=O)CN2C(=O)NC(C)(c3ccccc3)C2=O)c1 (configuration not stated)	-3.2
Cc1cccc2sc(NC(=O)Cn3cccc3)nc12	-2.8
O=C(OCC(=O)N1CCN(c2ccccc2)CC1)C1=COCCO1	0.23
CCCCNS(=O)(=O)c1ccc(OC)c2ncccc12	-0.85
CCOC(=O)c1sc(NC(=O)c2ccncc2)nc1C	0.15
COc1ccc(Cl)cc1NC(=O)CC(C)c1ccccc1 (configuration not stated)	-7.6*
COc1ccc(N2C(=O)CCC(C(=O)N3CCCCC3)C2c2ccc(OC)c(OC)c2)cc1 (configuration not stated)	1.3
CCO[C@@H]1OC(C(=O)NC2CC2)=C[C@H](C2CC2)[C@H]1CCCO	1.3
COc1ccc(-n2c(=O)cc(N3CCN(Cc4ccccc4)CC3)[nH]c2=O)cc1	0.27
COc1ccccc1S(=O)(=O)Nc1ccc(-c2nnc3n2CCCCC3)cc1	0.53
CCOc1nc(OCC)nc(-n2cc(-c3ccccc3)nn2)n1	-1.6
O=C(Nc1ccc2c(c1)OCCO2)C1CCCN(S(=O)(=O)c2cccs2)C1 (configuration not stated)	-0.093
Cc1ccc(CSc2nnc(Nc3ccc(C)cc3)s2)cc1	0.12
COc1ccc(Oc2nc(SC)nc3ccsc23)cc1	-0.58
Cc1nnc(NC(=O)c2ccc(S(=O)(=O)N3CCCCCC3)cc2)o1	-0.31
COc1ccc(-c2cc([C@H]3[C@H]4C=CC[C@@H](C)[C@@H]4C(=O)N3Cc3ccccc3)ccc2F)cc1	-2.1
CCCCC1=CC2=C(c3ccco3)C(=O)C(C)(OC(=O)c3ccc(OC)cc3)C(=O)C2=CN1Cc1ccc2c(c1)OCO2 (configuration not stated)	-2
Cc1ccc(C)c(NC(=S)NCc2ccc3c(c2)OCO3)c1	-1.2
CN1CCN(C2=CC(=O)OC23CCCCC3)CC1	0.018
NC(=O)CC(NC(=O)c1ccc(Br)cc1)c1ccc(NCc2ccc(F)c(F)c2)c([N+](=O)[O-])c1 (configuration not stated)	-0.7
CC(NC(=O)C12CC3CC(CC(C3)C1)C2)c1ccc2c(c1)OCCO2 (configuration not stated)	3.5*
Cc1cc(NCCN2CCOCC2)n2nc(C)c(-c3ccc(Cl)cc3)c2n1	2.7
O=C(c1cn(-c2ccccc2)nc1-c1ccc(Cl)s1)N1CCOCC1	-0.33
O=C(NNS(=O)(=O)c1ccccc1[N+](=O)[O-])c1ccc(O)cc1	-0.65
CCOC(=O)C1CCCCN1Cc1cccc(OC)c1OC (configuration not stated)	-0.21
O=C(Cn1c(C(=O)N2CCc3ccccc3C2)cc2sccc21)c1ccccc1	-1.8
Cc1cc(CNC(=O)c2cc(Br)ccc2Cl)nn1C	0.33
Cc1onc(-c2ccccc2)c1-c1n[nH]c(=S)n1-c1ccccc1	1
CCCCn1c(SCC(=O)N2CCCC2)nnc1-c1ccccc1	1
Cc1nnc(NC2CCCCC2)[nH]c1=O	0.5
O=C1c2cccnc2C(Nc2ccc(S(=O)(=O)N3CCCCCC3)cc2)N1Cc1ccccc1 (configuration not stated)	-3.1
N#CC1=C(N)Oc2c(oc(CO)cc2=O)C1c1ccsc1 (configuration not stated)	-0.31
Cc1ccc(-c2nc3cccnc3s2)cc1NS(=O)(=O)c1ccc2c(c1)CCCC2	-2.6
CC(C)N(CCn1c(=S)[nH]c2ccccc2c1=O)C(C)C	0.65
CN(C)CCC(=O)c1ccc(Cl)cc1	0.045
O=C1C2C(c3ccccc3)C=CC(c3ccccc3)C2C(=O)N1CCCO (configuration not stated)	-1.4
COc1c(F)c(F)c(C(=O)Nc2ccc(N3CCN(C(C)=O)CC3)c(Cl)c2)c(F)c1F	-1.2
Cc1cc(C(C)(C)C)oc1C(=O)NCCCNC(=O)c1oc(C(C)(C)C)cc1C	-0.18
Cn1c(C(=O)N2CCCC(C(=O)NCCN3CCOCC3)C2)cc2sccc21 (configuration not stated)	0.76
CC(Sc1nnc2c(n1)C1(C)CCC2C1(C)C)C(=O)Nc1ccccc1 (configuration not stated)	0.51
Cc1nc(NCc2ccco2)c2c(C)c(C)sc2n1	-2.9
Cc1nnc(C)c2c(C)n(Cc3ccc4c(c3)OCO4)c(C)c12	-0.65
CC(C)=CC(=O)N1CCCc2ccccc21	0.16
Cc1nn(-c2ccccc2)cc1/C=N/O	-0.44
O=C(OCCO)c1cc(Cl)c(C(=O)OCCO)cc1Cl	0.0023
CC(=O)N1CCN(c2ccc(NCc3ccc(C)s3)cc2)CC1	0.4
CN1CCN(S(=O)(=O)c2ccc(NC(=O)C3CCCO3)cc2)CC1 (configuration not stated)	-0.086

Reformatted: entries from further up
SMILES: O=C(NNS(=O)(=O)c1ccccc1[N+](=O)[O-])c1ccc(O)cc1
  Cav3 T inh: -0.65

SMILES: O=C(c1cn(-c2ccccc2)nc1-c1ccc(Cl)s1)N1CCOCC1
  Cav3 T inh: -0.33

SMILES: N#CC1=C(N)Oc2c(oc(CO)cc2=O)C1c1ccsc1 (configuration not stated)
  Cav3 T inh: -0.31

SMILES: O=C1C2C(c3ccccc3)C=CC(c3ccccc3)C2C(=O)N1CCCO (configuration not stated)
  Cav3 T inh: -1.4

Further results
SMILES	Cav3 T inh
COc1ccc(CNC(=O)C(OC(C)=O)c2ccccn2)cc1 (configuration not stated)	-0.0074
COc1ccc(-n2nnc3c(=O)n(C/C=C/c4ccccc4)cnc32)cc1	-0.025
O=C(COc1ccc(S(=O)(=O)N2CCc3ccccc32)cc1Cl)NCc1ccccn1	-1.8
O=C(NCCN1C(=O)C2C3C=CC(C3)C2C1=O)Nc1ccccc1O (configuration not stated)	-0.19
O=C(CCC(=O)N1CCN(S(=O)(=O)c2ccc(Cl)cc2)CC1)NC1CCCc2ccccc21 (configuration not stated)	-5.2*
Cc1onc(-c2ccccc2)c1C(N)=O	-0.12
Cc1ccc(-n2c(C)cc(C(=O)OCC(=O)N(C)C3CCS(=O)(=O)C3)c2C)cc1 (configuration not stated)	-0.18
Cc1ccc(S(=O)(=O)N2CCOCC(=O)NCCOCCNC(=O)COCC2)cc1	0.55
O=C(Oc1ccc(Cl)c2cccnc12)N1CCCCC1	-0.084
CC(C)C(c1nnnn1Cc1ccc(F)cc1)N1CCN(Cc2ccc3c(c2)OCO3)CC1 (configuration not stated)	-0.65
Clc1ccc(-c2nnnn2-c2ccc(Cl)c(Cl)c2)cc1Cl	-1.6
CCOc1c(C)cc2[nH]c(CCC(=O)O)nc2c1C	0.42
C=CCn1nnc2sc3c(c2c1=O)CCC(C)C3 (configuration not stated)	-0.11
CCCCCCOC(=O)c1ccc(OC(=O)c2cccnc2)cc1	0.17
CNc1ccccc1C(=O)OCC(=O)c1ccccc1	-1
CCOC(=O)Cc1csc(NC(=O)c2ccc(S(=O)(=O)N3CCCC3)cc2)n1	0.21
O=C(COC(=O)c1cc(=O)[nH]c2ccccc12)NC(=O)NC1CCCCC1	0.73
Cc1nc2ccc(S(=O)(=O)N(C)CC(=O)N3CCc4ccccc4C3)cc2s1	0.91
Cc1ccc(C(=O)Nc2nncs2)cc1S(=O)(=O)N1CCOCC1	-0.47
CC(C)(C)C(=O)NNC(=O)CCCOc1ccc(Cl)cc1Cl	0.26
COC(=O)C(C)Sc1nc2c(c(=O)[nH]c(=O)n2C)n1CCCc1ccccc1 (configuration not stated)	2.2
CCOC(=O)C1=C(CN2CCc3ccccc32)NC(=O)NC1c1cc(C)ccc1C (configuration not stated)	0.65
Cc1ccccc1C(=O)NC(=S)Nc1ccc(S(=O)(=O)N(C)c2ccccc2)cc1	-4.3
O=c1cc(CO)oc(CN2CCN(Cc3ccccc3)CC2)c1O	0.5

Not a retest: an excerpt of the list.
SMILES	Cav3 T inh
COc1ccc(CNC(=O)C(OC(C)=O)c2ccccn2)cc1 (configuration not stated)	-0.0074
COc1ccc(-n2nnc3c(=O)n(C/C=C/c4ccccc4)cnc32)cc1	-0.025
O=C(COc1ccc(S(=O)(=O)N2CCc3ccccc32)cc1Cl)NCc1ccccn1	-1.8
O=C(NCCN1C(=O)C2C3C=CC(C3)C2C1=O)Nc1ccccc1O (configuration not stated)	-0.19
O=C(CCC(=O)N1CCN(S(=O)(=O)c2ccc(Cl)cc2)CC1)NC1CCCc2ccccc21 (configuration not stated)	-5.2*

Source: PubChem (Vanderbilt High Throughput Screening Facility)
